TRPC4 block: TRPC4 (mouse) channel inhibition. HEK293 TRPC4beta/mu-opioid, DAMGO-evoked Fluo4 calcium flux; active compounds read low. B-score at 10 µM. Q9QUQ5. actives 0.39% (n = 300,000);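 active = B-score over 3 SD under the library average, no early fluorescence shift, positive overall ratio signal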
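Assay system – HEK293 line stably carrying TRPC4beta and mu-opioid receptor · Doses – single dose · Detection – Fluo4 calcium-dye fluorescence, kinetic read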
MrgX1 agonist: agonists of human MrgX1 receptor | MrgX1-HEK293 cells, Fluo-4 calcium fluorescence, agonist mode; active compounds read high | actives 0.44% (n = 310,000) | B-score at 10 µM | AID 588627 | Q96LB2;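 active = calcium response B-score plate-corrected fluorescence ratio at least 3 library SD, with starting fluorescence B-score inside 5 SD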
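Material – MrgX1-expressing HEK293 cells · Input – 15,000 cells seeded per well · Dosing – compound as first of three additions · Times – overnight seeding, then 1 h dark dye loading · Measured by – kinetic Fluo-4 NW fluorescence of intracellular calcium · Read-out – B-scored fluorescence response ratio · Benchmarks – positive and negative control wells on each plate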
TRPC6 act: activators of mouse TRPC6 channel. Q61143. HEK293-TRPC6 membrane potential dye fluorescence; active compounds read high. B-score at 10 µM. actives 0.13% (n = 310,000). AID 2550;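 active = B-score of the integrated fluorescence ratio above library mean plus 3 SD, and starting fluorescence ratio within library mean plus 5 SD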;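 also: higher score means more depolarization so channel activation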
SKKanGAS inh: SKKanGAS growth inhibition; S. pyogenes SKKanGAS, kanamycin growth, BacTiter-Glo, 6 h; inhibition, % at 7.5 µM; actives 1.3% (n = 300,000); AID 1662;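 active = mean replicate score, as percent of positive control median, at least 50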;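 also: strain carries kanamycin resistance gene driven by streptokinase promoter and grows in 40 µg/ml kanamycin; loss of luminescence reflects streptokinase promoter inhibition or plain growth inhibition; 0% = median of DMSO wells and 100% = positive control at its reference dose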
TRPC4 act: TRPC4 (mouse) channel activation. Q9QUQ5. actives 0.49% (n = 310,000). B-score at 10 µM. AID 2237. HEK293 TRPC4beta/mu-opioid, Fluo4 calcium fluorescence; active compounds read high;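 active = B-score above 5 SD of library B-scores, and initial fluorescence ratio not above library mean plus 5 SD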;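 also: positive B-score marks a calcium rise read as TRPC4 activation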
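Assay system – TRPC4beta and mu-opioid receptor HEK293 stable cells · Measured by – Fluo4 fluorescence, kinetic · Schedule – dye loading 45 min room temperature, 110 s kinetic read · Read-out – B-scored integrated calcium fluorescence ratio · Controls – buffer and maximal DAMGO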
MrgX1 antagonist: antagonists of human MrgX1 receptor; Q96LB2; AID 588676; B-score at 10 µM; MRGX1-HEK293 calcium flux, Fluo-4, BAM8-22 antagonism; active compounds read low; actives 1.3% (n = 310,000);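 active = calcium-response B-score plate-corrected more than 3 library SD below zero, starting fluorescence within 5 deviations, no agonist response on first addition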;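 also: peak minus trough fluorescence over baseline after final BAM8-22 challenge near maximal dose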
ANO1 block: mouse TMEM16A channel inhibition, primary screen | Q8BHY3 | HEK293 TMEM16A/YFP iodide influx fluorescence, ionomycin | normalized B-score (activity score, 25-100; higher = stronger inhibition) at 10 µM | actives 1.2% (n = 310,000) | AID 588511;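 active = ratio plate-corrected score three or more library SD toward inhibition, starting fluorescence score within five deviations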;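 also: score derived from kinetic fluorescence span divided by baseline fluorescence per well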
Target sequence (Q8BHY3 whole entry, looked up): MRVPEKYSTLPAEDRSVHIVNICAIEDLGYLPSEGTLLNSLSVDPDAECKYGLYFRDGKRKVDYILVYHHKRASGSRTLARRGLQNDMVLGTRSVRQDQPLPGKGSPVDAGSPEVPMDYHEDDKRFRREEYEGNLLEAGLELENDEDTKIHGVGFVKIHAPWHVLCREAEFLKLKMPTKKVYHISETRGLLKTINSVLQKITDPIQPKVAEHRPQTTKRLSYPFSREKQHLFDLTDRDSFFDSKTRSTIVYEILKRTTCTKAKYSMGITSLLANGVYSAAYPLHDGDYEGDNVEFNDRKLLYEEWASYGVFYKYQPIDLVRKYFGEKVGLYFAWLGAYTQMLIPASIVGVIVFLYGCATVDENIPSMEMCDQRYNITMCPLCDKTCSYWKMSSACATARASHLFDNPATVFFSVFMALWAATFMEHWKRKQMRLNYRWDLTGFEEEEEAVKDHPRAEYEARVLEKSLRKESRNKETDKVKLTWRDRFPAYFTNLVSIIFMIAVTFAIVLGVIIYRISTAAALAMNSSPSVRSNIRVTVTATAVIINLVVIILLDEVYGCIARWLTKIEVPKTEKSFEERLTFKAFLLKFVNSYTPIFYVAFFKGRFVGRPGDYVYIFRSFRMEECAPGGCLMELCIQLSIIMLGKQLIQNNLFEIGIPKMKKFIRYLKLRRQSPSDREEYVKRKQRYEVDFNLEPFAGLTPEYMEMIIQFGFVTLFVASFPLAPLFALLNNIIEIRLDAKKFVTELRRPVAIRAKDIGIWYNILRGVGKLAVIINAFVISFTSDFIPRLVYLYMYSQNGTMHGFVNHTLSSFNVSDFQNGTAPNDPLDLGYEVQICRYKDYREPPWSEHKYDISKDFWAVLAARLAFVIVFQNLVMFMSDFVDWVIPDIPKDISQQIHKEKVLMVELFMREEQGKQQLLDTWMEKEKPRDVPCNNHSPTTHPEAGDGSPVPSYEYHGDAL
MrgX1 PAM: allosterically activates human MrgX1 receptor signaling | MrgX1-HEK293, Fluo-4 calcium flux, FDSS; active compounds read high | B-score at 10 µM | actives 0.63% (n = 310,000) | AID 588675;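 active = plate-corrected calcium response at least 3 library SD above typical, normal starting fluorescence, not activating the receptor alone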;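 also: compound read alongside a low EC10 to EC30 dose of BAM8-22 agonist; peak minus trough fluorescence over baseline measured at the second addition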
TRPC4 potent: allosteric potentiators of mouse TRPC4 channel; Q9QUQ5; HEK293 TRPC4beta/mu-opioid, DAMGO EC20, Fluo-4 Ca2+ flux; active compounds read high; B-score at 10 µM; actives 0.42% (n = 310,000);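 active = B-score of calcium response area above 5 SD of library B-scores, with initial fluorescence ratio within 5 SD of library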;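 also: B-score of integrated fluorescence ratio over time as area under calcium response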
TMEM16A act: activates or potentiates the mouse TMEM16A chloride channel. Q8BHY3. HEK293 TMEM16A/YFP-H148Q/I152L, iodide quench fluorescence; active compounds read low. B-score at 10 µM. actives 0.3% (n = 340,000). AID 623877;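 active = fluorescence-ratio B-score plate-corrected deviation score at least 3 library SD below zero, with starting fluorescence score within 5 deviations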;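 also: channel opened by trigger with iodide after compound preincubation; score built on the fluorescence ratio of max minus min over baseline; more negative score means more quench and so TMEM16A activation or potentiation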
TRPC6 inh: inhibitors of mouse TRPC6 channel; Q61143; HEK293-TRPC6, membrane potential dye, ACh-evoked depolarization; active compounds read low; B-score at 10 µM; actives 1.1% (n = 310,000);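 active = B-score under library mean minus 3 SD, initial fluorescence not abnormally high, positive integrated signal ratio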;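 also: B-score derived from integrated fluorescence ratio over the kinetic read; more negative B-score means stronger inhibition of depolarization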
Active calls of the source: *; i = inactive; nt = no result given.

Second line of a record – SKKanGAS inh	MrgX1 antagonist	TRPC6 inh	MrgX1 agonist	MrgX1 PAM	TRPC4 potent	ANO1 block	TRPC4 act	TRPC4 block	TMEM16A act	TRPC6 act
- S=c1[nH]nc(-c2cc(-c3ccccc3)n[nH]2)n1/N=C/C(Br)=C/c1ccccc1
→ 18.1	i	i	i	i	i	i	i	i	i	i
- Cc1nc(C(=O)NNC(=O)c2ccccc2Cl)c(C(F)(F)F)o1
→ -3.3	i	i	i	i	i	i	i	i	i	i
- O=C(OCC(=O)N1CCOCC1)c1ccccc1SCC(=O)N1CCCC1
→ -7.9	i	i	i	i	i	i	i	i	i	i
- CCOC(=O)C1(CCCc2ccccc2)CCN(C(=O)c2cnn(CC)c2)CC1
→ 0.9	i	i	i	i	i	i	i	i	i	i
- O=C(Cc1ccc([N+](=O)[O-])cc1)NNC(=O)c1cccs1
→ 2.8	i	i	i	i	i	i	i	i	i	i
- COCCN(C(=S)Nc1ccc(C)cc1)C(C)c1cccnc1 (configuration not stated)
→ -0.3	i	i	i	i	i	i	i	i	i	i
- O=S(=O)(c1ccc(S(=O)(=O)n2cnc3ccccc32)cc1)N1CCCCCC1
→ -9.5	i	i	i	i	i	i	i	i	i	i
- COc1ccc(-c2n[nH]c(=S)n2-c2ccccc2C)cc1
→ -8.0	i	i	i	i	i	i	i	i	i	i
- COc1ccc(C(=O)/C=C/Nc2cccc(O)c2)cc1
→ 0.2	i	i	i	i	i	i	i	i	i	i
- Cc1ccc(S(=O)(=O)Nc2ccc3[nH]c(=O)[nH]c3c2)c(C)c1
→ -2.6	i	i	i	i	i	i	i	i	i	i
- CCc1ccc(OCC(=O)NNC(=O)c2nn(CC)c(=O)c3ccccc23)cc1
→ -0.2	i	i	i	9.58*	i	i	i	i	i	i
- CCc1cccc(C)c1N(C(=O)Cn1c(CO)nc2ccccc21)C(C)COC (configuration not stated)
→ -5.0	i	i	i	i	i	i	i	i	i	i
- CN(CC1COc2ccccc2O1)C(=O)c1cc(COc2c(F)cccc2F)on1 (configuration not stated)
→ 41.2	i	i	i	i	i	i	i	i	i	i
- N/C(=N\OC(=O)c1ccc(F)cc1)c1ccccc1
→ 5.0	i	i	i	i	i	i	i	i	i	i
- CC(C)NC(=O)c1ccccc1NS(=O)(=O)c1ccc(Br)s1
→ 0.6	nt	i	nt	nt	i	nt	i	i	i	i
- C=CCNC(=S)NNC(=O)C(CCCC)CC(O)COCC(C)C (configuration not stated)
→ 6.5	i	i	i	i	i	i	i	i	i	i
- Cn1c(=O)cc(SCC(=O)N2CCOCC2)c2ccc(Cl)cc21
→ -9.5	i	i	i	i	i	i	i	i	i	i
- CC(=O)Nc1cc(C(=O)N2CCN(C)CC2)ccc1S(=O)(=O)c1ccc(C)cc1
→ nt	i	i	i	i	i	i	i	i	i	i
- O=C(Nc1nccs1)c1ccc(-c2ccc(Cl)cc2)o1
→ 46.0	i	i	i	i	i	i	i	i	i	i
- COc1ccc(CN2CCN(C(=O)CCC(=O)Nc3nnc(C(C)C)s3)CC2)cc1F
→ 3.2	i	i	i	i	i	i	i	i	i	i
- COc1ccc(N2CCN(C(=O)CNC(=O)c3cccc(Br)c3)CC2)cc1
→ -0.5	i	i	i	i	i	i	i	i	i	i
- O=C(Nc1nnc(Cc2ccccc2)s1)C1CCC1
→ -0.1	i	i	i	i	i	i	i	i	i	i
- Cc1ccc(N2CC(C(=O)Nc3ccc(S(=O)(=O)N4CCOCC4)cc3)CC2=O)cc1Cl (configuration not stated)
→ -2.9	i	i	i	i	i	i	i	i	i	i
- CC1(C)CC(=O)C(C(=S)Nc2ccc(F)cc2)=C(NCCN2CCOCC2)C1
→ -8.5	i	i	i	i	i	i	i	i	i	i
- CCOC(=O)c1cnc(-c2ccccc2)[nH]c1=O
→ -2.9	i	i	i	i	i	i	i	i	i	i
- Cc1ccccc1S(=O)(=O)Cc1ccc(C(=O)NCCN(C)Cc2ccccc2)o1
→ 7.7	i	i	i	i	i	i	i	i	i	i
- O=C(NC1CCCC1)c1cccc(S(=O)(=O)N2CCCCC2)c1
→ -3.6	i	i	i	i	i	i	i	i	i	i
- C=CCn1c(=O)c(C(=O)Nc2cc(C)ccn2)c(O)c2ccccc21
→ -7.3	i	i	i	i	i	i	i	i	i	i
- O=C(NNc1nc(Nc2ccccc2)nc(N2CCOCC2)n1)Nc1ccc(Cl)cc1
→ 30.9	i	i	i	i	i	i	i	i	i	i
- CCC(C)NC(=O)c1cn(CC)c2ccc(S(=O)(=O)N3CCCCCC3)cc2c1=O (configuration not stated)
→ 8.3	i	i	i	i	i	i	i	i	i	i
- COc1cccc(C(C(=O)NC2CCCC2)N(CC2CCCO2)C(=O)Cc2cccs2)c1 (configuration not stated)
→ -5.5	i	i	i	i	i	i	i	i	i	i
- CC(C)(C)NC(=O)CN(CCc1ccccc1)C(=O)c1csnn1
→ -12.0	i	i	i	i	i	i	i	i	i	i
- CSCCC(NC(=O)c1ccccc1)C(=O)Nc1ccc(NC(C)=O)cc1 (configuration not stated)
→ 4.0	i	-5.2*	i	i	i	i	i	i	nt	i
- O=C1CCC(=O)N1c1ccc(S(=O)(=O)Nc2cccc([N+](=O)[O-])c2)cc1
→ -0.9	i	i	i	i	i	i	i	i	i	i
- COc1ccccc1OCCn1c(=O)sc2ccccc21
→ 1.3	i	i	i	i	i	i	i	i	i	i
- COc1ccccc1N(CC(=O)NC1CCCC1)C(=O)c1oc(C(C)(C)C)cc1C
→ -11.5	i	i	i	i	i	i	i	i	i	i
- O=C(N/N=C/c1cccnc1)c1cccc(N2CCCC2=O)c1
→ -10.0	i	i	i	i	i	i	i	i	i	i
- O=C(/C=C/c1ccc(Cl)cc1Cl)c1nc2ccccc2[nH]1
→ -10.7	i	i	i	i	i	i	i	i	i	i
- Cc1onc(-c2ccccc2Cl)c1C(=O)Nc1ccc(S(=O)(=O)NCC2CCCO2)cc1 (configuration not stated)
→ 8.5	i	i	i	i	i	i	i	i	i	i
- CC1C=CCC2C(=O)N(c3ccccc3OC(=O)c3ccco3)C(=O)C12 (configuration not stated)
→ -3.7	i	i	i	i	i	i	i	i	i	i
- O=S(=O)(c1cccc(C(F)(F)F)c1)N1CCC(O)(c2cccnc2)CC1
→ 3.9	i	i	i	i	i	i	i	i	i	i
- CCOc1ccc2nc(N3CCCCCC3)sc2c1
→ -2.7	i	i	i	i	i	i	i	i	i	i
- Nc1nc(CN2CCCCCC2)nc(Nc2ccccc2)n1
→ 0.5	i	i	i	i	i	i	i	i	i	i
- CCCCCn1c(Sc2ccccc2)nc2c1c(=O)[nH]c(=O)n2C
→ -1.5	i	i	i	i	i	i	i	i	i	i
- CN(CC(=O)Nc1ccc(F)c(F)c1F)C(=O)CN1C(=O)NC2(CCCC2)C1=O
→ 13.4	i	i	i	i	i	i	i	i	i	i
- Cc1nn(-c2ccc(C(=O)OC(C)C)cc2)c(C)c1[N+](=O)[O-]
→ 11.3	i	i	i	i	i	i	i	i	i	i
- COC(=O)c1cc(=O)nc2scc(C)n12
→ -1.7	i	i	i	i	i	i	i	i	i	i
- C/C(=N\NC(=O)c1cccc(N2CCCC2=O)c1)c1ccc(N)cc1
→ 1.8	i	i	i	i	i	i	i	i	i	i
- O=C1c2ccccc2C(=O)N1CC(=O)N1c2ccccc2CCc2ccccc21
→ 3.1	i	i	i	i	i	i	i	i	i	i
- COc1ccc(/C=N/NC(=O)CCC(=O)Nc2ccc(F)cc2)c(OC)c1
→ 1.8	i	i	i	i	i	i	i	i	i	i

Other compounds:
Second line of a record – SKKanGAS inh	MrgX1 antagonist	TRPC6 inh	MrgX1 agonist	MrgX1 PAM	TRPC4 potent	ANO1 block	TRPC4 act	TRPC4 block	TMEM16A act	TRPC6 act
- CN(Cc1cn(C)nc1-c1ccccc1F)CC1CCN(Cc2ccccc2)CC1
→ 1.0	i	i	i	i	i	i	i	i	i	i
- Cc1ccc(C)c(N2CCN(C(=O)CCc3nc4ccccc4[nH]3)CC2)c1
→ 0.8	i	i	i	i	i	i	i	i	i	i
- CCO/N=C/C(=O)Nc1ccc(F)cc1F
→ -2.8	i	i	i	i	i	i	i	i	i	i
- C=CCNC(=O)c1ccc(C(=O)c2ccccc2)cc1
→ -5.1	i	i	i	i	i	i	i	i	i	i
- O=C(CCNc1n[nH]c(=O)[nH]c1=O)N/N=C\c1ccc(Br)cc1
→ -1.6	i	i	i	i	i	i	i	i	i	i
- O=C(Nc1ccc2c(c1)OCCO2)c1ccc(NC(=O)C2CCCO2)cc1 (configuration not stated)
→ 1.5	i	-5.21*	i	i	i	i	i	i	i	i
- COc1ccc(C(CNC(=O)c2cccc(NS(=O)(=O)c3ccc(C)c(F)c3)c2)N(C)C)cc1 (configuration not stated)
→ 2.1	i	i	i	i	i	i	81*	i	i	i
- CCCCNC(=O)c1onc(CSc2cccc(Cl)c2)c1C(=O)O
→ 37.4	i	i	i	i	i	i	i	i	i	i
- COc1cc(NC(=O)c2ccc(C)cc2)ccc1NC(=O)c1cc2ccccc2o1
→ 0.2	i	i	i	i	i	i	i	i	i	i
- O=C(NCCc1ccc(F)cc1)c1cc(=O)c2ccccc2o1
→ -6.6	i	i	i	i	i	i	i	i	i	i
- O=C(NCc1ccc2c(c1)OCO2)c1ccc(CS(=O)(=O)c2ccc(Br)cc2)o1
→ -16.7	i	i	i	i	i	i	i	i	i	i
- Cc1cc2c(=O)n(C)c(SCC(=O)c3cc4ccccc4o3)nc2s1
→ -1.2	i	i	i	i	i	i	i	i	i	i
- CC(C)(C)C(=O)NNC(=O)c1cc(C(C)(C)C)nn1Cc1ccccc1
→ 2.6	i	i	i	i	i	i	i	i	i	i
- COc1ccc(Cn2nnnc2C(c2ccc(F)cc2)N2CCN(C3CCCC3)CC2)cc1 (configuration not stated)
→ 3.3	i	i	i	i	i	i	i	i	i	i
- CCCN(C(=O)CSc1nc2cc(S(=O)(=O)N(CC)CC)ccc2o1)C1CCS(=O)(=O)C1 (configuration not stated)
→ 3.4	i	i	i	i	i	i	i	i	i	i
- C=CCc1c(C)c(C#N)c2nc3ccccc3n2c1NCCN(C)C
→ -1.3	i	-5.44*	i	i	i	i	i	i	i	i
- CCOC(=O)c1ccc(Nc2nc(N3CCOCC3)nc(N3CCOCC3)n2)cc1
→ -3.2	i	i	i	i	i	i	i	i	i	i
